Bioassay records: PubChem, National Center for Advancing Translational Sciences (NCATS)
GCN5L2 inh = GCN5L2 (KAT2A) acetyltransferase inhibition; Q92830; GCN5L2 HAT assay, ThioGlo1 CoA-SH fluorescence; Potency, µM (doses to about 58.9 µM), for the others: at the top dose activity change, negative = inhibition, usual class: inhibitors; 0.21% of 390,000 active; AID 504327
Target sequence (Q92830 whole entry, looked up): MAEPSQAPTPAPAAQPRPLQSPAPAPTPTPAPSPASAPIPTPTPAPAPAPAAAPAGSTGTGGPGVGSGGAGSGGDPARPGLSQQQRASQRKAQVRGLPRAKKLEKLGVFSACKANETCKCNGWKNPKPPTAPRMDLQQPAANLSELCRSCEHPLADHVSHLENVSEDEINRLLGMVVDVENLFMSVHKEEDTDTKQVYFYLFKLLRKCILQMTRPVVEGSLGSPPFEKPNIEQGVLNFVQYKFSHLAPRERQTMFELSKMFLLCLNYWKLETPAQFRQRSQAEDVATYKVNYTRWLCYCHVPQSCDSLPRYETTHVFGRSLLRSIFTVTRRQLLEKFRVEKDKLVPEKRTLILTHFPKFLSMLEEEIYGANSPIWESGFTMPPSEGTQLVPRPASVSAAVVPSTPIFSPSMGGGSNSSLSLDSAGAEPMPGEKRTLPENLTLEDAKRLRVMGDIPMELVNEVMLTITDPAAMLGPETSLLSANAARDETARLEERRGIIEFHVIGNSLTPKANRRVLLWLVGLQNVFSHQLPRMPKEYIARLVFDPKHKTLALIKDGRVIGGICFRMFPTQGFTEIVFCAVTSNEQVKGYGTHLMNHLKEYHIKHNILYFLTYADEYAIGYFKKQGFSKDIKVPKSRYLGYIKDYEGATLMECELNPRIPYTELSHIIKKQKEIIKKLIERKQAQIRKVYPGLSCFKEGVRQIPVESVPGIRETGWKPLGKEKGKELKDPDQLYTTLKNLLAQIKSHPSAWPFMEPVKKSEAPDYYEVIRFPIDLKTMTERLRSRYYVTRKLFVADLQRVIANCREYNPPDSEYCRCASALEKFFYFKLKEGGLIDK
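Enzyme at 20nM final was mixed with library compounds for 15 min at room temperature. Peptide H3(1-25) at 75uM, acetyl-CoA at 70uM and ThioGlo1 at 50uM were then added. Plates were read immediately and after 20 min (Ex340nm/Em540nm).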
DT40 TDP1 no CPT = qHTS for Inhibitors of human tyrosyl-DNA phosphodiesterase 1 (TDP1): qHTS in cells in absence of CPT. Potency, µM (series often up to 46.2 µM), inactives show at the top dose activity change, negative = growth inhibition, hits mostly inhibitors. DT40 Tdp1-/- hTDP1 cells, no CPT, ATP luminescence, 48 h. 15% of 420,000 active. AID 686978, 2013; note: nearly all actives have a fitted effect of over 55% in size
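Seeded 400 DT40-hTDP1 cells/well (vehicle DMSO, no 20 nM CPT); pinned compounds; ≥48 hr at 37 °C; CellTiter-Glo luminescence as viability measure.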
DT40 TDP1 CPT = growth inhibition of DT40 Tdp1-/-;hTDP1 cells with camptothecin (screen for TDP1 inhibitors) | chicken DT40 Tdp1-/-;hTDP1 cells + 20 nM CPT, ATP luminescence, 48 h | Potency, µM (titrated, usually from 46.2 µM), for inactives: top-dose activity change, negative = growth inhibition, hits mostly inhibitors | 12% of 420,000 active | AID 686979; note: nearly all actives have a fitted effect of over 55% in size
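Cell growth measured by CellTiter-Glo luminescence after a minimum 48 h, 37 C compound exposure with 20 nM CPT in Tdp1-knockout DT40 cells stably expressing hTDP1, seeded 400/well; qHTS titration format.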
An asterisk follows results filed as active; u = inconclusive; x = no result given; [ ] = another dose, or the depositor's remark. Calls come from the whole dose curve; as a rule, active = well fitted curve in the direction sought with a large enough effect; inconclusive = small, poorly fitted or top-dose-only effect, or another doubt; inactive = no such curve, though single readings can be large; an effect the other way counts as inactive or inconclusive. % is set by controls: 0 for no effect and ±100 for the full control effect; potency is the fitted concentration of half-maximal effect.

The opening six compounds, ahead of the listing:
SMILES,GCN5L2 inh,DT40 TDP1 no CPT,DT40 TDP1 CPT
COc1ccc(-c2[nH]ncc2CN(CCO)CC23CC4CC(CC(C4)C2)C3)c(OC)c1,4%,u,-22%
CSc1ccn(CCC(=O)O)c(=O)n1,0%,3%,-10%
CCOc1ccccc1NC(=O)Cn1ncc2c([nH]c3ccccc32)c1=O,-12%,-25%,-18%
CCCS(=O)(=O)Nc1c(OC)ccc2c1c(C(=O)OCC)c(C)n2C,-4%,-18%,-2%
CCOC(=O)c1c(C)oc2c1cc(NS(=O)(=O)c1ccc(C(=O)O)cc1)c1ccccc12,-7%,-30%,-9%
Cc1ccc(N(CN2C(=O)NC(C)(C)C2=O)CN2C(=O)NC(C)(C)C2=O)cc1,-4%,-7%,-22%

The listing, from the start:
SMILES,GCN5L2 inh,DT40 TDP1 no CPT,DT40 TDP1 CPT
COc1ccc(-c2[nH]ncc2CN(CCO)CC23CC4CC(CC(C4)C2)C3)c(OC)c1,4%,u,-22%
CSc1ccn(CCC(=O)O)c(=O)n1,0%,3%,-10%
CCOc1ccccc1NC(=O)Cn1ncc2c([nH]c3ccccc32)c1=O,-12%,-25%,-18%
CCCS(=O)(=O)Nc1c(OC)ccc2c1c(C(=O)OCC)c(C)n2C,-4%,-18%,-2%
CCOC(=O)c1c(C)oc2c1cc(NS(=O)(=O)c1ccc(C(=O)O)cc1)c1ccccc12,-7%,-30%,-9%
Cc1ccc(N(CN2C(=O)NC(C)(C)C2=O)CN2C(=O)NC(C)(C)C2=O)cc1,-4%,-7%,-22%
O=C(NC1CCCCC1)c1ccccc1NC(=O)C1CC(=O)N(c2ccccc2)C1 (stereo not given),-3%,-12%,-28%
COc1ccc(C(=O)NNC(=O)CN2CCC(n3nnc4cc(C(F)(F)F)ccc43)CC2)cc1,14%,-25%,-29%
O=C(NC1CC1)C1CCN(c2ccc(S(=O)(=O)N3CCOCC3)cc2)CC1,-13%,0%,-21%
CCCCn1c(N)c(N(CC)C(=O)c2cccc(F)c2)c(=O)[nH]c1=O,-5%,-15%,1%
CCCCC(CC)CNC(=O)CCS(=O)(=O)c1cccc2nonc12 (stereo not given),2%,u,-23%
COC(=O)c1c(-c2ccc(Cl)cc2)noc1N1CCN(c2ccccc2F)CC1,-17%,7%,-1%

Profiles as entered above. Order of values: GCN5L2 inh	DT40 TDP1 no CPT	DT40 TDP1 CPT
Record of `CCOc1ccccc1NC(=O)Cn1ncc2c([nH]c3ccccc32)c1=O` → -12%	-25%	-18%
Record of `CSc1ccn(CCC(=O)O)c(=O)n1` → 0%	3%	-10%

(cont.)
SMILES,GCN5L2 inh,DT40 TDP1 no CPT,DT40 TDP1 CPT
CCCCNC(=O)c1nn2c(C(F)(F)F)cc(-c3ccccc3)nc2c1Br,0%,21µM*,u
CC(=O)c1cc(CN2CCN(CCc3ccccc3)C(CCO)C2)cs1 (stereo not given),-25%,-19%,8%
OC[C@@H]1CN(Cc2ccccc2)C[C@H](n2cnc3c(Nc4ccccc4)ncnc32)O1,x,-22%,-20%
COc1cc(/C=C/C(=O)Nc2cccc(S(=O)(=O)N3CCOCC3)c2)ccc1OCC#N,-11%,u,u
CC(C)n1nc(C(=O)Oc2cccc(Cl)c2Cl)c2ccccc2c1=O,u,u,u
COc1cccc(/C=C/C(=O)OCC(=O)c2ccc3c(c2)NC(=O)CO3)c1,-4%,3%,-18%
O=C(OCc1ccc([N+](=O)[O-])cc1)c1ccc(N2CCCC2)c([N+](=O)[O-])c1,-1%,-18%,-4%
Cc1ccc(NS(=O)(=O)c2ccc(C(=O)N3CCN(c4ncccn4)CC3)cc2)cc1,-7%,7.3µM*,u
CN(CCc1ccccc1)C(c1ccnc2ccccc12)c1nnnn1-c1ccc2c(c1)OCCO2 (stereo not given),x,16µM*,u
CCOc1ccc(NC(=O)CCC(=O)NNC(=O)c2ccccc2Cl)cc1,-6%,-2%,-4%
CCOC(=O)c1c(C)[nH]c(C)c1S(=O)(=O)N1CCCC(C(=O)Nc2ccc(C)cn2)C1 (stereo not given),-14%,-22%,4%
COc1ccc(C(=O)Nc2nc(-c3ccccc3)c(C(C)=O)s2)c(OC)c1,-8%,u,u

(continued)
SMILES,GCN5L2 inh,DT40 TDP1 no CPT,DT40 TDP1 CPT
O=C(NCC1CCCO1)C(c1cccs1)N(Cc1cccs1)C(=O)c1ccc(-c2ccccc2)[nH]1 (stereo not given),-11%,u,13µM*
CCCOc1ccc(/C(O)=C2/C(=O)C(=O)N(CCN3CCOCC3)C2c2ccccc2)cc1 (stereo not given),x,7%,-6%
COCCn1c(=O)cnc2cnc(N3CCN(C)CC3)nc21,u,-22%,23µM*
COc1ccc(N2CCN(C(=O)c3cccnc3)CC2)c([N+](=O)[O-])c1,-6%,-9%,24%
O=C(CC1SC(N2CCOCC2)=NC1=O)Nc1cc([N+](=O)[O-])ccc1Cl (stereo not given),18%,9%,0%
CSc1ncc(Cl)c(C(=O)Nc2cc(C(F)(F)F)ccc2Cl)n1,-2%,-18%,3%
CC(O)c1nc2ccccc2n1Cc1nnc(-c2ccc(Cl)cc2)o1 (stereo not given),-1%,u,-23%
COc1ccccc1-c1cnn2c(NCc3ccccc3)cc(C)nc12,-6%,u,u
C=CCn1c(SCC(=O)NNC(=S)Nc2ccccc2)nnc1-c1ccccc1,-1%,-3%,21%
CCOc1cc(C=NNC(=O)CCCC(=O)NN=Cc2ccc(O)c(OCC)c2)ccc1O,x,-4%,13%
COCCn1c(=S)[nH]c2cc(C(=O)NCc3ccc(F)cc3)ccc2c1=O,x,u,u
CCOc1ccc(N(CC(=O)N/N=C(\C)c2cccc(NC(C)=O)c2)S(=O)(=O)c2ccccc2)cc1,24%,-18%,-23%

More compounds
SMILES,GCN5L2 inh,DT40 TDP1 no CPT,DT40 TDP1 CPT
CCOC(=O)/C=C1\SCC(=O)N1CC(=O)N1CCOCC1,1%,-7%,-10%
Cc1ccc(F)cc1-c1cc2nc(NCCCN(C)C)n(C)c(=O)c2s1,x,16µM*,23µM*
CCOc1ccc2[nH]c(C)c(CN3CCOCC3)c(=O)c2c1,0%,-12%,-11%
C/C(N)=C(/C#N)C(=O)COC(=O)c1ccc(C#N)cc1,1%,-3%,-3%
CC(Oc1cc2oc(=O)c3c(c2cc1Cl)CCC3)C(=O)NCCN1CCOCC1 (stereo not given),-6%,-1%,-12%
CN(c1ccccc1)S(=O)(=O)c1cccc(NC(=O)C2CCCO2)c1 (stereo not given),0%,-25%,-19%
COc1ccc(NC(=O)CCn2nc(C)cc2C)cc1,-6%,1%,9%
O=S(=O)(c1ccc(Br)cc1)c1nnn2c1nc(NCCc1ccccc1)c1sccc12,-14%,u,u
COc1ccc(CNCC(O)(c2ccc(Cl)cc2)c2ccc(Cl)cc2)cc1OC,5%,6.5µM*,15µM*
CCOC(=O)C1(CCOC)CCN(C(=O)Cc2ccc3ccccc3c2)CC1,-6%,u,u
COc1ccc(NC(=O)COC(=O)CNS(=O)(=O)c2ccc(C)cc2)c(OC)c1,-3%,-15%,25%
CCCCc1c(C)c2ccc(OC)c(/C(C)=N\O)c2oc1=O,0%,18µM*,u

New compounds follow:
SMILES,GCN5L2 inh,DT40 TDP1 no CPT,DT40 TDP1 CPT
COc1ccc(-c2nn(CCC(=O)O)cc2/C=C/C(=O)O)cc1[N+](=O)[O-],-4%,7%,2%
Cc1cnc(C(=O)OCc2nc3ccsc3c(=O)[nH]2)cn1,-13%,0%,-1%
CCOC(=O)C1CCN(C(=O)CCS(=O)(=O)c2ccc3c(c2)CCN3C(C)=O)CC1,-4%[0.501 µM],-18%,-7%
O=C(Nc1ccnc(-c2ccncc2)n1)c1ccccc1Cl,-9%,-16%,-19%
COc1ccc(NS(=O)(=O)c2ccc3oc(SC)nc3c2)cc1,-7%,9.2µM*,12µM*
Cc1ccc(C)c(NS(=O)(=O)c2ccc3oc(=O)c4ncn(C)c4c3c2)c1,0%,-17%,-24%
COC(=O)C1=C(C)NC2=C(C(=O)C(C(=O)OC)C(c3ccc(OC)cc3)C2)C1c1ccccn1 (stereo not given),-3%,-11%,-4%
N#C/C(=C\Nc1ccc(F)c(Cl)c1)C(=O)C1CC1,-2%,u,-2%
NC(=O)c1c(NC(=O)Cc2cccs2)sc2c1CCC2,-16%,u,-27%
CCOC(=O)Cn1c(=O)oc2cc(S(=O)(=O)Nc3cc(OC)cc(OC)c3)ccc21,-7%,21µM*,16µM*
Cn1c(CSCc2ccccc2Cl)nnc1SCC(=O)Nc1nccs1,-1%,u,u
COc1cc([N+](=O)[O-])ccc1NC(=O)CN1CCOCC1,-6%,-11%,0%

Continued:
SMILES,GCN5L2 inh,DT40 TDP1 no CPT,DT40 TDP1 CPT
CC(C)(C)NC(=O)C1(C)CCC(=O)N1CCCn1ccnc1 (stereo not given),x,u,-19%
COC(C(=O)Nc1ccnn1C1CCN(Cc2ccc(Cl)s2)CC1)c1ccccc1 (stereo not given),-1%,u,u
O=c1c(-c2ccco2)nc2ccccc2n1C(c1ccccn1)c1nc2ccccc2[nH]1 (stereo not given),x,u,u
O/N=C/c1cccnc1Sc1ccccc1,-3%,-14%,-3%
Cc1ccc(OCC(O)CN2CCN(c3ccccc3)CC2)cc1 (stereo not given),-8%,-21%,u
CCOc1ccc(CN(C(=O)c2ccco2)C2CCS(=O)(=O)C2)cc1 (stereo not given),-10%,-2%,1%
O=S(=O)(Nc1ccccc1)c1cccc2nsnc12,-13%,-5%,20%
CC(=O)Nc1nonc1-c1nc2ccccc2n1N(C(C)=O)C(C)=O,-4%,-13%,-15%
Cc1ncc(C)c2c([N+](=O)[O-])cccc12,x,23µM*,-8%
CC(OC(=O)c1cc(Cl)ccc1[N+](=O)[O-])C(=O)NC(C)c1ccc(F)cc1 (stereo not given),21%,u,u
CCNC(=S)N1N=C2c3ccccc3CCC2C1c1ccc(F)cc1 (stereo not given),-1%,23µM*,u
CC(C)(C)c1ccc(NC(=O)COC(=O)c2ccc([N+](=O)[O-])s2)cc1,-8%,-27%,1%

(more compounds)
SMILES,GCN5L2 inh,DT40 TDP1 no CPT,DT40 TDP1 CPT
CC(=O)c1cccc(-c2cnc3c(NC=O)cc(-c4ccccc4)cn23)c1,x,21µM*,u
COc1cccc(Nc2nc(N)nc(-c3oc4ccccc4c3C)n2)c1,-12%,8.2µM*,6.5µM*
Cc1sc2ncn(-c3ccccc3)c(=O)c2c1C,u,-7%,8%
Cc1ccc(S(=O)(=O)NNC(=O)c2cccs2)c(C)c1,3%,-15%,-17%
COc1ccccc1CN1CC(C(=O)NCCc2cn[nH]c2)CCC1=O (stereo not given),-1%,-18%,15%
CCc1nnc(NS(=O)(=O)c2ccc(NC(=O)COc3ccc4ccccc4c3)cc2)s1,-18%,-3%,-12%
O=C1CC(c2cccc(Cl)c2)CC(O)=C1C=NC1CCCC1 (stereo not given),-2%,-18%,-13%
COc1ccc2[nH]c(=O)c(CN(C(=O)c3ccncc3)C(C)C)cc2c1,-22%,4%,-10%
CCOC(=O)N1CCN(C(=O)COc2cc(=O)n(C)c3ccccc23)CC1,-3%,-2%,-7%
O=C(Nc1ccc(Cl)cc1)P(=O)(O)c1ccccc1,x,-1%,4%
CC(=O)Nc1ccc(C(=O)NNC(=O)C2CC2)cc1,-2%,19%,23%
CN(C)S(=O)(=O)c1ccc(Cl)c(C(=O)NCCNC(=O)c2cc(S(=O)(=O)N(C)C)ccc2Cl)c1,30%,u,-25%

The listing continues.
SMILES,GCN5L2 inh,DT40 TDP1 no CPT,DT40 TDP1 CPT
CCOC(=O)c1cnc(-c2ccccc2)nc1Oc1ccc(C)cc1,0%,-11%,-22%
Cc1ccc(F)c(S(=O)(=O)NC(=O)C2(C)CCN2C(=O)COc2ccc(Cl)cc2)c1 (stereo not given),x,-10%,0%
COc1ccccc1C(=O)Nc1ccccc1C(=O)OCc1cc(=O)n2c(C)csc2n1,16%,-1%,10%
CC(NC(=O)COc1ccc(Br)cc1)C(=O)O (stereo not given),-4%,0%,-2%
CC1CCC(Nc2nc3c(-c4ccc(Cl)cc4)nnn3c3ccccc23)CC1 (stereo not given),0%,-19%,1%
COc1cccc(OC)c1C(=O)NC(=S)Nc1ccc2oc(=O)ccc2c1,-9%,-22%,3%
CC(=O)NCCC(=O)Nc1nc(-c2ccc3ccccc3c2)cs1,-8%,u,u
Cc1ccc(S(=O)(=O)NCC(=O)OCC(=O)c2cccs2)cc1,-13%,-17%,0%
Cc1cc(C)c[n+](-c2[nH]c(=O)sc2/C=N/N=C(\[O-])c2cccnc2)c1,-14%,24%,-7%
Cc1ccc(C)c(N2C(=O)CC(Cc3ccccc3)C2=O)c1 (stereo not given),0%,-4%,-1%

Compounds were not picked by outcome (roughly 18% active in at least one column).
